PAX8 inh HTS: inhibitors of PAX8-driven TPO luciferase reporter, primary screen, RMG-I cells, single concentration. SteadyGlo, 24 h. inhibition, % at 12.6 µM. actives 1.2% (n = 360,000). AID 652154, 2013;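 active means mean replicate inhibition at least 60% with every replicate also reaching 60%; inconclusive means only one of the two criteria is met; inactive means mean below 60% and not all replicates reaching 60%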;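 further: luciferase light reporting Pax8 driven TPO promoter activity; plate controls were median of neutral control wells for no effect and mitoxantrone controls for full effect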
ERp5 inh: inhibitors of ERp5-driven insulin aggregation, primary screen, biochemical, turbidity, absorbance 650 nm, single point; 90 min; inhibition, % at 9.99 µM; actives 0.05% (n = 350,000);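 active means mean replicate inhibition above about 25%, with every replicate also reaching it, limit read from the data, passing the limit was not always enough; inconclusive means only one of those two criteria met; inactive means neither criterion met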
Target sequence (Q15084 whole entry, looked up): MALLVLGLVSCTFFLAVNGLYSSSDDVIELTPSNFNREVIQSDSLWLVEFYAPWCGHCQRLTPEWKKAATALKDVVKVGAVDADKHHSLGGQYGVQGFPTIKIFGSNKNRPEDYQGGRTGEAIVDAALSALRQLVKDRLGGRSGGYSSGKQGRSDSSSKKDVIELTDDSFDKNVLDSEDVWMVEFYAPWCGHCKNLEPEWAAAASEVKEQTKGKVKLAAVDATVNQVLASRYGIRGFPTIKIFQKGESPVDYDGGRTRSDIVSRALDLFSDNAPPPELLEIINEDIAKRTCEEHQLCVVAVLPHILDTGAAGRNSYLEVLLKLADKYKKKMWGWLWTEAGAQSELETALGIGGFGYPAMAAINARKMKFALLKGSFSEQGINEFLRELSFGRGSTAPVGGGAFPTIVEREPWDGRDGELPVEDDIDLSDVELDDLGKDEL
ARNT-TACC3 inh: disruptors of ARNT/TACC3 protein interaction, primary screen, biochemical, AlphaScreen, single concentration. Transforming acidic coiled-coil-containing protein 3 (Homo sapiens), Q9Y6A5. AlphaScreen His-ARNT PAS-B/GST-TACC3 binding, luminescence; TACC3 fragment carries E629A point mutation. inhibition, % at 9.99 µM. actives 0.66% (n = 390,000);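 active means mean inhibition of replicates at least 50% and at least half of replicates each reaching 50%; inconclusive means half or more replicates reach 50% but mean below 50%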;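 further: 0% = complete ARNT plus TACC3 wells and 100% = ARNT alone without TACC3; many hits fall short of the cut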
DENV2 CPE: inhibitors of DENV2 cytopathic effect, primary screen, cell-based, plate reader, single concentration; actives 1.7% (n = 350,000); CPE inhibition, % at 9.99 µM; DENV2-infected cells, cytopathic effect rescue; AID 651640, 2012; in the data active means CPE inhibition above about 20%, passing the limit was not always enough; inconclusive means no clear call, values can overlap the other calls; tested in BHK-21 cells;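 further: 0% = median of neutral control wells and 100% = median of positive control wells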
Xi reactivation: activators of inactive X chromosome reactivation, primary screen, imaging, XiGFP fibroblasts, GFP high-content imaging, set 2; XiGFP mouse fibroblasts, % GFP-positive cells imaging, 3 d; cells co-treated with 5-aza-dC sensitizer; scaled so ellipticine positive control = 100%; activation, % at 7.58 µM; actives 0.055% (n = 360,000);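 active means mean normalized replicate activation at least 10% and every replicate at or above 10%; inconclusive means only one of the two criteria met; inactive means mean below 10% and not all replicates reach 10%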;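 further: 0% = median of on-plate neutral control wells and 100% = ellipticine 6 µM median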
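Assay system: SV40-immortalized XiGFP fibroblast cells, line 68-5-11; buffer or medium: DMEM plus 5-aza-dC sensitizer; compound: one concentration, pinned; timing: compounds 3 days, fix/stain 15 min at room temperature; benchmarks: positive control ellipticine, 6 µM final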
F508del corr: F508del CFTR correction, initial screen, CFBE line, single point; CFBE cells, YFP halide quenching; stimulated with forskolin plus potentiator P3; % fluorescence drop versus neutral controls; actives 0.36% (n = 350,000); activity (quench increase), % at 7.58 µM;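 active means mean added fluorescence quench of at least 8% versus neutral control, with both replicates also reaching 8%; inconclusive means only one of the mean or replicate conditions met; inactive means mean below 8% and not both replicates reaching 8%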;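 further: cells transiently co-express mutant CFTR-F508del with the halide-sensitive YFP; corrector assay measuring rescue of mutant channel to the surface after 24 h compound exposure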
INS-1E GSIS act: GLuc luminescence reporter in INS-1E cells, primary screen for activators of glucose-dependent secretion of insulin; activation, % at 16.6 µM; actives 0.61% (n = 370,000); AID 743287, 2014; INS-1E GLuc reporter insulin secretion, 2-3 h;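 active means lowest replicate activation of at least 40%, so every replicate reaches that level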;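 further: 0% = median of neutral control wells and 100% = median of IBMX positive control wells; some compounds called inactive have numbers as strong as hits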
EWS-Fli inh: EWS/Fli-driven NR0B1 reporter inhibitors, primary screen, A673 cells, NR0B1 luciferase, luminescence, MLPCN library | viability-normalised | inhibition, % at 12.6 µM | actives 0.67% (n = 350,000) | AID 651661, 2012;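 active means mean inhibition of at least 50% after viability correction, with every replicate also passing that limit; inconclusive means mean reaches 50% but only one of two replicates passes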;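 further: firefly luciferase signal divided by Alamar Blue viability fluorescence both relative to DMSO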
* hit, by the source's call; ? = inconclusive; . = not tested or not shown; & = joins results of further samples. The order is random. About 4.2% of those tested had a hit in this group.

SMILES	PAX8 inh HTS	ERp5 inh	ARNT-TACC3 inh	DENV2 CPE	Xi reactivation	F508del corr	INS-1E GSIS act	EWS-Fli inh
CNC(=O)COc1ncnc2scc(-c3ccc(F)cc3)c12	17	7	14	8	0.5	-5.2	10	-2
CC(C)(C)n1nc2c(c1NC(=O)C1CC(=O)N(c3ccc(Cl)cc3)C1)CS(=O)(=O)C2 (stereo not drawn)	2	0	-25	-6	0.0	-0.2	-1	.
CCCn1c(=O)c(C(=O)NNC(=O)c2ccccc2[N+](=O)[O-])c(O)c2ccccc21	-4	-11	-8	5	0.2	-0.9	18	.
N#C[C@@H]1[C@@H](c2ccc(-c3ccccc3F)cc2)[C@@H](CO)N1C(=O)Cc1ccccc1	5	4	21	-6	0.4	-3.1	5	-59
O=C(/C=C/c1ccc([N+](=O)[O-])cc1)c1ccccc(=O)c1O	7	-14	-3	?	0.9	4.4	-17	61*
C[C@H]1CN([C@@H](C)CO)C(=O)c2cccc(NC(=O)c3ccc(-c4nccs4)cc3)c2O[C@H]1CN(C)S(=O)(=O)c1ccccc1	6	13	4	-15	0.0	-0.3	5	-4
CO[C@H]1CN(C)C(=O)c2ccc(NC(=O)c3cccc(F)c3)cc2OC[C@@H](C)NC[C@H]1C	.	-7	-6	12	0.4	-1.9	6	3
Cc1cc(C(=O)Nc2cccc3c2O[C@H](CN(C)C(=O)Nc2ccccc2)[C@@H](C)CN([C@@H](C)CO)C3=O)n(C)n1	-5	3	-9	4	-0.1	-4.6	18	-3
C[C@@H]1CCCCO[C@@H](CN(C)C(=O)C2CCCCC2)[C@@H](C)CN([C@@H](C)CO)C(=O)c2cc(NC(=O)Nc3ccccc3)ccc2O1	-16	0	-16	-3	0.1	0.6	-1	-4
CC(C)C[C@@H](CO)NS(=O)(=O)c1cc(Cl)ccc1F	-11	-1	1	?	0.0	-2.5	6	19

Sorted by length of the SMILES (rising): some entries from above.
SMILES	PAX8 inh HTS	ERp5 inh	ARNT-TACC3 inh	DENV2 CPE	Xi reactivation	F508del corr	INS-1E GSIS act	EWS-Fli inh
Cc1cc(C(=O)Nc2cccc3c2O[C@H](CN(C)C(=O)Nc2ccccc2)[C@@H](C)CN([C@@H](C)CO)C3=O)n(C)n1	-5	3	-9	4	-0.1	-4.6	18	-3
C[C@H]1CN([C@@H](C)CO)C(=O)c2cccc(NC(=O)c3ccc(-c4nccs4)cc3)c2O[C@H]1CN(C)S(=O)(=O)c1ccccc1	6	13	4	-15	0.0	-0.3	5	-4
C[C@@H]1CCCCO[C@@H](CN(C)C(=O)C2CCCCC2)[C@@H](C)CN([C@@H](C)CO)C(=O)c2cc(NC(=O)Nc3ccccc3)ccc2O1	-16	0	-16	-3	0.1	0.6	-1	-4

Other results
SMILES	PAX8 inh HTS	ERp5 inh	ARNT-TACC3 inh	DENV2 CPE	Xi reactivation	F508del corr	INS-1E GSIS act	EWS-Fli inh
CC(C)C(=O)Nc1cc(C(F)(F)F)ccc1-n1ccnc1	12	2	-8	14	0.0	-3.1	14	8
CC(=O)N(C)C[C@H]1Oc2cc(C#CC3CC3)ccc2S(=O)(=O)N([C@H](C)CO)C[C@H]1C	.	.	.	.	-0.2	0.1	2	-11
CCOc1ccccc1NC(=O)CCNS(=O)(=O)c1ccc2[nH]c(=O)oc2c1	9	3	26	1	-0.1	-0.7	-3	3
CCc1cnc(N2[C@@H](C#N)[C@H](c3ccc(C#CCC4CCCC4)cc3)[C@@H]2CO)s1	50	5	17	-13	0.0	2.0	-4	5
COCCCNC(=S)N1CCCN(c2nc3cc(C)ccc3cc2C#N)CC1	11	-3	-4	-4	0.2	-2.6	9	3
COc1cccc(C(=O)Nc2cc3c(cc2C(C)=O)OCCO3)c1	-20	-2	.	76*	0.0	2.7	-1	-21
COc1ccc(Cc2nnc(N=Nc3c(O)[nH]c4ccc(Br)cc34)[nH]c2=O)cc1	-5	2	13	7	0.2	.	-10	5
CCCCn1nnnc1C1(C)CCC(=O)N1CCc1c[nH]c2ccccc12 (stereo not drawn)	-3	5	.	-3	0.0	-1.7	3	-7
Cn1cnc(CCNC(=O)C[C@@H]2CC[C@@H]3[C@H](COC[C@@H](O)CN3C(=O)C3CC3)O2)c1	13	-1	-14	?	0.1	-3.2	13	-4
Cc1ccc(S(=O)(=O)N(C)C[C@@H]2Oc3ncc(C#CCC(C)C)cc3C(=O)N([C@@H](C)CO)C[C@H]2C)cc1	.	-2	-4	4	0.2	1.6	3	0
COc1ccc(NC(=S)N2CCCN(Cc3cc(C)ccc3C)C2)cc1	-6	-3	6	0	-0.2	1.0	-10	1
COc1ccc(NC(=O)N(C)C[C@H]2OCCCC[C@@H](C)Oc3ccc(NC(=O)Nc4ccc5c(c4)OCO5)cc3C(=O)N([C@H](C)CO)C[C@H]2C)cc1	1	1	17	1	-0.1	-1.3	-6	1
Nc1n[nH]c(CO)n1	6	1	-9	9	0.1	-4.7	34	-2
CC(C)NC(=O)Nc1ccc2c(c1)C(=O)N([C@@H](C)CO)C[C@H](C)[C@@H](CN(C)Cc1ccccc1)O2	11	1	-11	-6	-0.2	2.9	12	-5
N#C[C@H]1N[C@H](CO)[C@@H]1c1ccc(C#Cc2ccccc2F)cc1	-146	1	-13	9	0.1	0.2	3	-84
COc1cc(NC(=O)Nc2ccc(Cl)c(Cl)c2)c(C(=O)O)cc1OC	-5	3	3	4	0.0	1.8	18	5
COC(=O)c1ccc([C@H]2C=C(C(=O)O)O[C@@H](OCCCCO)C2)cc1	-13	1	37	5	.	-4.0	.	8
COc1ccc(NC(=O)Nc2ccc3c(c2)[C@@H]2C[C@@H](CC(=O)N4CCc5ccccc5C4)O[C@H](CO)[C@@H]2O3)cc1	71*	8	14	2	0.0	0.5	-17	-6
CCOc1cc(NC(=S)NCC2CCCO2)c(OCC)cc1NC(=O)c1ccc(OC)cc1 (stereo not drawn)	-12	.	-4	.	0.0	.	3	.
COc1cc(Cl)c(C)cc1NC(=O)c1ccccc1NC(=O)CN1CCOCC1	22	1	-2	6	0.0	-0.6	15	-13
COc1ccccc1N1C(=O)c2ccc(C(=O)Nc3ccc(C(=O)O)cc3)cc2C1=O	2	-4	1	-1	0.1	-0.8	0	3
CC=Cc1ccc2n(c1=O)C[C@@H]1[C@@H](CO)[C@H](C(=O)Nc3ccc(-c4ccccc4)cc3)N(CCC)[C@H]21 (mixture of isomers)	-34	-4	-26	0	0.0	2.3	-10	-1
O=C(COC(=O)/C=C/c1ccccc1)Nc1ccc2c(c1)OCCO2	12	0	36	6	0.2	-0.2	6	-3
O=C(NC(=S)NCC1CCCO1)c1ccccc1Br (stereo not drawn)	-4	.	-9	.	0.1	.	-12	.
O=C(C1CCCCC1)N1C[C@@H](O)[C@H](n2cc(C3CC3)nn2)C[C@@H]1c1ccc(Cl)cc1	16	1	.	15	0.0	-1.7	16	0
O=S(=O)(NCc1cc(-c2ccccc2)no1)c1ccccc1	8	-3	0	1	0.0	1.3	3	-20
Cc1cn([C@H]2C[C@H](O)[C@@H](/C=C/C(=O)NCCc3cccs3)O2)c(=O)[nH]c1=O	15	-3	.	2	0.5	0.5	.	4
O=C(CN1C(=O)NC2(CCOc3ccccc32)C1=O)Nc1cccc(Cl)c1 (stereo not drawn)	-8	3	2	-1	0.0	-1.1	-32	3
Cn1cc(Br)c(C(=O)Nc2sc3c(c2C(N)=O)CCCC3)n1	-44	4	7	-4	0.0	1.0	11	-180
C[C@@H]1CN([C@H](C)CO)C(=O)Cc2cc(NC(=O)CCN3CCOCC3)ccc2O[C@@H]1CN(C)C(=O)Nc1ccccc1	1	.	.	.	-0.1	0.0	38	-7
CC(=O)Nc1ccc2nc(NC(=O)CS(=O)(=O)c3ccc(F)cc3)sc2c1	-4	1	.	-13	0.0	0.7	-1	-3
COc1ccc2c3c([nH]c2c1)[C@@H](CO)N(Cc1ccccn1)CC31CCN(C(=O)CC2CC2)CC1	9	0	.	1	0.3	2.2	-8	2
CC(=O)NC[C@@H]1[C@H](c2ccc(-c3cccc(F)c3)cc2)[C@H](CO)N1C(C)=O	0	3	-11	25*	0.0	-0.1	-3	-2
O=C(COc1cccc(C(F)(F)F)c1)N1CCN(c2ccccc2O)CC1	20	2	0	4	0.1	-1.6	-8	-1
CCCNC(=O)c1cc(C2CCCCN2C(=O)c2ccc3c(c2)CCO3)on1 (stereo not drawn)	-1	-1	.	5	0.3	3.5	.	2
CN(C)c1nc(OCCOC(=O)Nc2ccc(Cl)cc2Cl)nc(N(C)C)n1	.	-3	-3	-3	.	-1.2	-8	5
C[C@@H]1CN([C@@H](C)CO)S(=O)(=O)c2ccc(Br)cc2O[C@H]1CN(C)C(=O)c1ccccc1F	2	2&2	-6	4&9	0.1&0.5	1.6&2.2	-6&-14	3&3
O=C(NNS(=O)(=O)c1cc(Cl)c(Cl)cc1Cl)c1cccnc1	-33	2	-8	1	0.1	1.1	28	3
C[C@@H]1CN([C@H](C)CO)C(=O)Cc2cc(NC(=O)Nc3cccc4ccccc34)ccc2O[C@H]1CN(C)Cc1ccncc1	6	-1	-2	0	-0.9	-0.7	-18	.
COc1ccccc1NC(=S)N(CCCN(C)C)Cc1cc2cc3c(cc2[nH]c1=O)OCO3	-10	-5	-6	4	0.4	-3.3	-1	12
Cc1ccc(NC(=O)CCC(=O)N2CCN(S(=O)(=O)c3ccc(C)cc3)CC2)cc1	5	3	-2	9	1.1	-0.3	-34	-9
NC(c1csc(Nc2cnccn2)n1)c1ccccc1Cl (stereo not drawn)	13	1	.	-5	-0.1	-0.2	-3	5
O=C(NC[C@H]1CC[C@H]2[C@H](CN2Cc2cccc(Cl)c2)O1)C1CCC1	.	-6	.	4	.	1.5	.	-3
C[C@H]1CN([C@@H](C)CO)C(=O)c2cc(NC(=O)Nc3ccc(C(F)(F)F)cc3)ccc2O[C@H]1CN(C)S(=O)(=O)c1ccccc1	.	3	.	-11	-0.1	4.0	-21	4
CCc1ccc(C#CC2=CC(=O)CC(C)(C)C2)cc1	-24	-11	.	-11	0.3	-2.1	-7	-92
COc1ccc(Cn2c(C)nc3c(c(=O)c4ccccc4n3C)c2=O)cc1	0	5	7	4	0.3	2.4	-4	3
O=C(N/N=C/c1cccs1)c1n[nH]c2c1CCCC2	65*	0	-3	2	0.3	0.4	10	52*
CCCCCc1c(-c2cccc(OC)c2)ncn1CCc1ccccc1OC	35	5	.	-6	0.0	7.9	-14	36
C[C@@H]1C=C[C@](Cc2ccccc2)(C(=O)O)N1C(=O)c1ccccc1	-5	0	1	-11	-0.2	-2.0	13	0
Cc1ccc(S(=O)(=O)CCC(=O)OCC(=O)N2c3ccccc3NC(=O)C2(C)C)cc1	6	-9	2	-2	0.1	-0.1	13	1
COc1ccc(-n2c(SCC(=O)Nc3ccc(Br)cc3)nc(O)cc2=O)cc1	-4	5	-2	8	0.2	2.5	-4	8
COc1cccc(NC(=O)N[C@@H]2CC[C@@H](CC(=O)NCc3ccccn3)O[C@@H]2CO)c1	-2	3	.	-6	0.0	0.8	16	-10
Cc1ccc(C(=O)NCc2nnc3c(C(F)(F)F)cc(Cl)cn23)o1	9	-15	-5	0	0.0	1.1	.	7
